# Assay outcomes deposited in PubChem by several laboratories.
# IDE inh: inhibits human insulin-degrading enzyme in HEK cells. P14735. FAbetaB cleavage, fluorescence polarization. inhibition, % at 5.59 µM. 320,000 tested, 0.41% active;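 active means percent inhibition above the average of all tested compounds plus 3 SD, set per screening campaign, cut at about 16% in these data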;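 further: IDE supplied by intact live HEK cells; FP after avidin binding of uncleaved biotin substrate so inhibition keeps polarization high; 0% = DMSO wells and 100% = 60 µM reference IDE inhibitor Ii1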
# GalR3 antag: antagonists of human GalR3; O60755; HEK293 GalR3-CNG cAMP membrane potential fluorescence; galR3 body fused to GalR1 C-terminus; inhibition, % at 3 µM; 360,000 tested, 0.44% active;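 active means inhibition above the screen-wide average plus 3 SD, cut at about 13% in these data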;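 further: forskolin and galanin both at EC90 stimulate the cells; cAMP rise reported by CNG channel membrane potential dye signal; 0% = forskolin plus galanin with DMSO and 100% = forskolin alone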
# Target sequence (O60755 1-299 limits assumed): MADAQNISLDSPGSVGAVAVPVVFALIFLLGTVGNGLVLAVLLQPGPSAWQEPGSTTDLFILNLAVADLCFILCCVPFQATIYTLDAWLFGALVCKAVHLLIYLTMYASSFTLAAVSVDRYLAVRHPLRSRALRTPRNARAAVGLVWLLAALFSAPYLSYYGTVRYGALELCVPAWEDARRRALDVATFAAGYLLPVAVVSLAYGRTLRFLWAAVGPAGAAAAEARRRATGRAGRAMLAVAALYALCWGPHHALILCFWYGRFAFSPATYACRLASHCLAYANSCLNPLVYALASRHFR
# VIM-2 inh: inhibitors of Pseudomonas aeruginosa VIM-2 metallo-beta-lactamase | AID 1527 | 290,000 tested, 0.89% active | inhibition, % at 5.6 µM | purified VIM-2, nitrocefin hydrolysis, epi-absorbance fluorescence;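 active means inhibition above the mean of all tested compounds plus 3 SD, cutoff set per screening run, cut at about 7.5% in these data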;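 further: red hydrolysis product quenches plate fluorescence so inhibitors raise well fluorescence; 0% = enzyme with DMSO and 100% = DMSO without enzyme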
# pCIP destab: p/CIP protein destabilization; F442A p/CIP-EGFP cells, EGFP fluorescence, 16 h; decrease of EGFP signal, % at 10 µM; 290,000 tested, 0.01% active; AID 1984;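 active means EGFP signal decrease of at least 30% at 10 µM or well 3 SD below plate mean, unless failing retest; inactive means the rest, including hits failing retest or dose response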; further: some compounds called inactive have numbers as strong as hits; many of its hits are not listed in these tables
# IDE cell activ: IDE (human) activation, cell-based | P14735 | HEK cells, FAbeta-B cleavage, fluorescence polarization; 0% vehicle, 100% cell-free pure enzyme wells | activation, % at 5.96 µM | 340,000 tested, 0.073% active | AID 493087;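 active means activation above the mean of all tested compounds plus 3 SD, set per screening campaign, cut at about 17% in these data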
# IMP-1 inh: blocks Pseudomonas aeruginosa IMP-1 metallo-beta-lactamase; purified IMP-1, nitrocefin hydrolysis, epi-absorbance fluorescence; inhibition, % at 5.6 µM; 290,000 tested, 0.45% active; AID 1556;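 active means inhibition above the mean plus 3 SD of all compounds in the same screening run, cut at about 4.5% in these data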;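 further: 0% = IMP-1 with DMSO and 100% = DMSO wells lacking enzyme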
#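 Assay system: purified recombinant IMP-1 beta-lactamase. Input: IMP-1 0.2 nM before substrate addition. Buffer or medium: Zinc- and detergent-supplemented HEPES buffer, pH 7.1. Schedule: 25 °C, 15 min preincubation, 25 min reaction. Signal: Epi-absorbance fluorescence, 480 nm excitation, 530 nm emission. Evaluation: percent inhibition from optical density relative to buffer-blank wells.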
# UBC9 SUMO inh: SUMOylation inhibition; 290,000 tested, 0.36% active; AID 2006; HTRF SUMOylation assay, SAE1/SAE2 + UBC9, in vitro; inhibition, % at 35 µM; in the data active means inhibition above about 50%, passing the limit was not always enough; further: strong numbers were not always called active
# Target sequence (P63279 whole entry, looked up): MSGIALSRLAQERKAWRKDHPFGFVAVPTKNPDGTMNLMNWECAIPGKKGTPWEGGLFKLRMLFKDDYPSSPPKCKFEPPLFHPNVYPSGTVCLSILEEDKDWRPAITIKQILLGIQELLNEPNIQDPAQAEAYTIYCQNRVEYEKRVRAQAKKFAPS
# CRFBP-R2 block: antagonists of CRF-binding protein/CRF-R2 receptor complex | HEK293 CRF-R2/CRF-BP, CRF-induced calcium fluorescence | inhibition, % at 11.8 µM | 350,000 tested, 0.59% active;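 active means inhibition of the ligand-induced calcium signal above about 50% at the single tested concentration, limit read from the data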
# HCV NS3 hel inh: inhibitors of Hepatitis C virus NS3 helicase. 290,000 tested, 0.56% active. inhibition, % at 10.9 µM. AID 1800. NS3 helicase DNA unwinding, Cy5 molecular beacon fluorescence;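 active means inhibition above the mean of all tested compounds plus 3 SD, set per campaign, cut at about 35% in these data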;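 further: 0% = DMSO wells and 100% = thioflavine S control wells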
#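 Control set: DMSO versus 110 µM thioflavine S; Material: NS3 helicase fragment of HCV; Measured by: Cy5 fluorescence at 0 and 60 min, beacon hairpin quenching; Read-out basis: percent inhibition from t60/t0 fluorescence ratio; Times: reaction time 60 min, 25 °C; Repeats: single replicate; Compound dosing: single dose, 10.9 µM nominal final, DMSO 0.8% final.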
# An asterisk follows results filed as active; x = no result given. The order is random, and some 3.2% of all compounds hit somewhere here.
SMILES,IDE inh,GalR3 antag,VIM-2 inh,pCIP destab,IDE cell activ,IMP-1 inh,UBC9 SUMO inh,CRFBP-R2 block,HCV NS3 hel inh
CSc1nnc(-c2cc(-c3ccc(C)cc3)nc3ccccc23)o1,0.0,1.5,-1.2,2.5,0.8,-1.4,-1.9,-16.4,2.7
Cc1ccc(C2=NN(C(=O)CSc3nc(N)cc(N)n3)C(c3ccco3)C2)cc1 (stereo unspecified),-0.4,-2.6,-1.3,2.7,-1.8,0.7,-11.7,-9.1,-2.0
CC(CNCc1ccc2c(c1)OCO2)NCc1ccc2c(c1)OCO2 (stereo unspecified),0.5,x,-1.9,-19.6,6.0,-5.1,3.7,5.8,-0.7
Cc1ccc(-c2cnc(C3CC3)o2)cc1S(=O)(=O)Nc1ccccc1,0.5,x,-1.8,-2.9,3.2,0.4,-2.6,-8.8,-3.8
COc1ccc(OC)c(CNc2ccc3c(c2)CCC3)c1,5.5,-6.7,-0.2,0.8,1.2,-2.0,6.4,-14.5,-11.7
CCCCSc1nc(C)cc(SCC(=O)N/N=C/c2ccccc2)n1,-1.2,-4.0,-2.7,-1.5,-3.9,-2.2,5.0,-19.2,-2.9
CN(C#N)c1nccc(-c2cccs2)n1,-2.8,-1.7,2.5,4.0,3.5,-2.0,4.6,2.8,0.0
COc1ccc(C(=O)c2ccc(N3CCOCC3)cc2)c(OC)c1,1.8,-4.3,2.0,-12.3,3.9,-0.9,26.2,-1.9,-7.4
CC(C)(C)C(=O)/C=c1\s/c(=C\c2ccc(-c3ccc([N+](=O)[O-])cc3)o2)c(=O)n1CC(=O)NC(N)=O,22.3*,-4.1,0.4,-197.3,-20.1,-0.3,26.7,-139.0,2.7
CNC(=O)NC(=O)C(C)OC(=O)c1cc2c(s1)CCCCC2 (stereo unspecified),8.5,-4.6,-2.7,-11.2,2.4,-3.0,2.7,-9.5,-20.7

# 3 structures out of the list, ordered by length of the SMILES, lowest first:
SMILES,IDE inh,GalR3 antag,VIM-2 inh,pCIP destab,IDE cell activ,IMP-1 inh,UBC9 SUMO inh,CRFBP-R2 block,HCV NS3 hel inh
CN(C#N)c1nccc(-c2cccs2)n1,-2.8,-1.7,2.5,4.0,3.5,-2.0,4.6,2.8,0.0
COc1ccc(OC)c(CNc2ccc3c(c2)CCC3)c1,5.5,-6.7,-0.2,0.8,1.2,-2.0,6.4,-14.5,-11.7
Cc1ccc(-c2cnc(C3CC3)o2)cc1S(=O)(=O)Nc1ccccc1,0.5,x,-1.8,-2.9,3.2,0.4,-2.6,-8.8,-3.8

# The results go on:
SMILES,IDE inh,GalR3 antag,VIM-2 inh,pCIP destab,IDE cell activ,IMP-1 inh,UBC9 SUMO inh,CRFBP-R2 block,HCV NS3 hel inh
CCOC(=O)c1ccc(CN(Cc2ccccc2)S(=O)(=O)c2cccc([N+](=O)[O-])c2)cc1,-0.1,-0.3,-2.0,3.3,-0.9,-2.7,-18.2,12.3,-13.3
Clc1ccccc1CSc1ncn(-c2ccccc2)n1,12.4,-6.5,0.2,5.6,2.8,-6.3,-2.0,-13.8,-7.3
COc1ccc(C(=O)CSc2nnc(CNc3ccc(C)cc3C)o2)cc1,7.4,-4.9,-3.1,-18.5,2.2,-2.8,-21.9,11.6,-2.2
N#Cc1c(NC(=O)CSc2nc(-c3ccco3)cc(C(F)(F)F)n2)sc2c1CCCC2,1.9,-4.3,-3.5,-2.2,4.3,-1.2,-3.7,11.8,9.6
COc1ccc(Cn2c(SCc3ccc(C)cc3)nc3cc(OC)c(OC)cc3c2=N)cc1Cl,0.7,-5.8,1.2,-6.8,19.9*,-3.3,-26.8,-0.6,-93.9
CCc1ccccc1NC(=O)C1=CC(c2cccs2)=NS(=O)(=O)N1C,-1.4,x,-4.3,5.0,4.2,-2.7,6.0,17.2,1.3
c1ccc2c(c1)nc(NCC1CCCO1)c1nnnn12 (stereo unspecified),1.9,-2.5,2.6,-8.0,-3.6,-1.3,10.2,-10.0,-3.2
COc1ccc(SC[C@H](Cc2ccccc2)N2CC[C@@H](C)CCC2=O)cc1,1.7,-9.6,x,x,-0.7,x,x,8.1,x
CCCCc1nnc(NC(=O)c2ccc3[nH]c(=O)c(=O)[nH]c3c2)s1,1.9,-1.1,-2.1,-4.1,-0.5,-2.6,26.6,24.5,8.2
S=C(NCc1ccco1)N1CCN(c2nc(-c3ccccc3)cs2)CC1,17.6*,-6.9,-1.5,3.8,-9.3,0.2,-20.1,2.4,-9.5
COc1cc(C(=S)N2CCC(C)CC2)ccc1O,1.4,-2.1,-4.3,-19.5,7.0,-0.9,-9.2,-4.5,2.8
NC(=O)CSCc1nc2ccccc2s1,-3.1,-0.2,-1.9,-3.3,1.7,2.2,4.3,-0.9,5.9
COc1ccc(-c2nnc(SCC(=O)NCc3ccco3)n2C)cc1,1.9,0.2,-2.1,-3.0,2.0,-4.3,16.8,-3.9,-1.2
ClC(/C=N/n1cnnc1)=C/c1ccccc1,-2.3,0.5,-2.2,-1.8,8.5,-4.3,14.7,-5.4,-0.5
COc1ccc(OCC(O)Cn2cnc(-c3ccc(Br)cc3)c2)cc1 (stereo unspecified),0.8,-7.7,-2.6,2.9,-6.0,-2.2,-1.6,-30.6,-9.6
O=C(Cn1cnc2cc([N+](=O)[O-])ccc2c1=O)NC(=O)NCc1ccccc1,2.3,-5.2,0.8,-8.1,6.0,-0.7,15.9,12.2,-7.1
O=C(Nc1cccc(S(=O)(=O)C(F)F)c1)c1ccc(S(=O)(=O)N2CCCC2)cc1,2.0,-4.6,-1.3,-12.8,2.8,-3.1,-1.4,-66.5,-4.3
CCOC(=O)C1C(=O)C=C(C)C(C(=O)OCC)C1c1ccc(OC)cc1 (stereo unspecified),6.7,-9.1,-2.3,-3.8,5.2,-1.5,4.1,8.2,3.6
Cc1ccc(C2=NOC(=O)/C2=C\c2ccc(C)o2)cc1,1.2,0.8,-0.4,-10.4,-5.8,-0.2,18.5,-16.1,-25.9
CCCc1nnc(NC(=O)CCC(=O)N2CCN(C3CCCC3)CC2)s1,7.5,-7.1,-2.0,-9.2,2.3,-2.0,-6.8,4.5,5.6
COc1ccc(OC)c2sc(NC(=O)C(C)C)nc12,0.7,x,-1.6,-3.0,3.8,-3.5,18.5,14.1,9.7
COC(=O)c1oc2ccc(OC)cc2c1N,0.3,-1.3,-0.6,-2.4,1.6,-2.2,3.0,-7.0,-20.4
Cc1cc(C)c2c(N)c(C(=O)Nc3ccccc3F)sc2n1,4.6,-9.6,3.9,7.1,-12.7,-1.3,24.9,-1.2,-4.8
O=S(=O)(c1ccc(Br)s1)N1CCN(Cc2ccc3c(c2)OCO3)CC1,5.2,-2.1,-1.1,-4.1,-1.6,-2.4,5.7,11.0,-15.5
O=C(NCC(c1ccco1)N1CCN(c2ccccc2F)CC1)c1ccc2c(c1)OCO2 (stereo unspecified),1.0,-5.6,x,x,2.0,x,x,9.8,x
COC(=O)[C@@]1(Cc2ccc(F)cc2)[C@H]2c3cc(C(=O)N4CCCC4)n(CCCNc4ncc(C(F)(F)F)cc4Cl)c3C[C@H]2CN1C(=O)c1ccccc1,0.1,x,-1.5,-5.4,2.8,-3.7,-18.5,0.0,-50.0
Cn1ccsc1=NC(=O)c1ccc(Cl)cc1,2.4,-0.6,-0.7,3.3,0.6,-2.2,3.3,-1.0,-6.2
Cc1nnc(C)n1/N=C/c1cc(Br)cc(Br)c1O,0.8,2.8,-4.4,-0.1,5.7,-3.3,29.4,-3.8,17.9
COc1cc(COC(=O)c2cnc(C)cn2)c(OC)cc1Br,-0.4,-5.4,0.3,-1.6,4.5,-2.8,2.1,3.0,-3.8
NNC(=O)c1ccc(Cn2cc(Br)c(N)n2)cc1,-3.5,-1.2,-4.2,5.6,1.8,-1.9,9.3,-13.2,-8.8
O=C(CC12CC3CC(CC(Br)(C3)C1)C2)Nc1cccc(S(=O)(=O)NC2=NCCC2)c1,0.2,-1.4,-0.7,6.5,0.6,-3.5,4.8,-13.7,-2.4
COC(=O)CCCCCCCCC(O)CN1CCCCC1 (stereo unspecified),1.8,4.3,-1.7,-3.4,-1.8,-3.5,3.6,1.9,2.4
O=C(COc1ccc(Br)cc1Br)NC1CCCC1,2.2,42.2*,-2.0,-2.1,1.4,-2.0,12.0,-33.7,-4.2
COc1ccc(NC(=O)COC(=O)c2ccc(-n3cnnn3)cc2)c([N+](=O)[O-])c1,-3.8,1.3,x,x,-4.8,x,x,3.9,x
COc1ccc(S(=O)(=O)N2CCN(C)CC2)cc1C(=O)Nc1ccccc1,-1.8,-7.0,1.5,-4.3,1.2,-0.9,1.2,14.4,2.7
COC(=O)CCNc1ccc2c(c1)OCCO2,5.3,1.4,-1.4,-7.8,8.7,-2.7,26.8,27.8,-12.0
Cc1nc2nc(-c3cccs3)[nH]c2cc1Br,1.4,4.2,x,x,1.9,x,x,-2.5,x
CCC(Oc1ccccc1)C(=O)Nc1ccc(S(=O)(=O)Nc2cc(C)on2)cc1 (stereo unspecified),4.2,1.8,-5.8,7.5,9.8,-3.4,5.3,18.9,-10.6
CC(C)N(CC#CCC(O)(c1ccccc1)C1CCCC1)CCO (stereo unspecified),0.4,0.2,-2.7,-7.3,1.3,0.2,-3.8,-7.9,-7.6
CCOC(=O)C1CCN(S(=O)(=O)CCNC(=O)c2ccccc2)CC1,3.4,0.1,x,x,2.2,x,x,-13.1,x
Cc1nc(NC(=O)CSc2cc(C)c3ccccc3n2)c(Cl)cc1Cl,5.8,-5.5,-2.5,-8.4,4.8,-3.6,-6.3,-4.5,-1.8
O=C(O)CSCc1nc2cccnc2n1C1CCCCC1,1.4,-4.7,-2.6,-13.8,1.0,-3.1,16.6,1.9,5.5
C=CCNC(=O)c1ccccc1NS(=O)(=O)c1ccc(OC)c(C(=O)N2CCOCC2)c1,1.1,-6.4,0.7,-6.0,0.6,-0.9,-3.3,-3.0,-3.7
O=C(/C=C/NNC(=O)c1ccc(Cl)cc1)c1ccccc1,-0.9,-0.5,-6.1,-13.7,5.5,-5.1,-1.2,0.1,5.8
COc1ccc(S(=O)(=O)Nc2nccs2)cc1OC,-2.8,1.4,-1.4,-9.0,3.6,-3.5,-9.9,-6.7,-6.7
Cc1cc(NS(=O)(=O)c2ccc(NC(=O)/C=C/c3ccc(Br)cc3)cc2)no1,9.6,0.6,-0.4,-8.2,-10.5,-0.7,28.2,9.3,-29.4
COc1cc(/C=N/n2c(-c3n[nH]c4c3CCC4)n[nH]c2=S)cc(OC)c1O,5.5,-5.7,-1.8,-10.4,1.2,-2.7,21.1,-2.7,1.6
CC(C)c1ccc(NC2CCCN(C(=O)c3ccco3)C2)cc1 (stereo unspecified),2.2,-8.9,-0.1,-0.9,2.6,-3.1,3.5,-16.7,8.0
Cc1[nH]c2c(Br)cccc2c1[C@H]1[C@@H](CC#N)C1(C)C,0.3,-3.6,0.5,-3.3,-1.7,1.2,-12.0,-27.4,-11.9
